RTF Ca sens act: cardiac RTF calcium sensitization; P19429+P45379; IANBD-labeled TnC RTF fluorescence at EC20 calcium; 0% EC20 calcium, 100% full calcium; activation, % at 7.2 µM; 340,000 compounds, 0.24% hits;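 active = activation above the mean over all tested compounds plus 3 SD, cut at about 30% in these data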;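 note: rise in fluorescence read as greater calcium sensitivity of cardiac thin filaments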
MOR-DOR inv ag: inverse agonist of human OPRM1-OPRD1 heterodimerization. P35372+P41143. cell-based MOR-DOR heterodimer luminescence, inverse agonism. inhibition, % at 9.3 µM. 340,000 compounds, 0.21% hits. AID 504357; in the data active = inhibition above about 22%, passing the limit was not always enough;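 note: 0% = cells with DMSO and 100% = wells without cells with DMSO; values of inactives mirror those of a sister screen read the other way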
DSG3 Ab inh: blocks pemphigus antibody binding to human desmoglein-3; DSG3-coupled beads, scFv-anti-DSG3-GFP binding, flow cytometry; active compounds read low; binding (percent of control), % at 10 µM; 310,000 compounds, 0.48% hits; AID 588358;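 active = binding more than 3 SD below its plate's average and above zero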;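 note: hits lower antibody fragment binding to DSG3; some compounds called inactive have numbers as strong as hits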
Wnt act: activators of Wnt/beta-catenin signaling; Wnt/beta-catenin reporter cell assay, activator, plate reader; 300,000 compounds, 1.2% hits; activation, % at 9.35 µM; AID 743398; in the data active = activation above about 30%, passing the limit was not always enough;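 note: 0% = neutral control wells and 100% = positive control wells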
LANA DNA inh: blocks KSHV LANA C-terminal domain binding to DNA | MBP-C-LANA/FAM-LBS DNA binding, fluorescence polarization | inhibition, % at 9 µM | 340,000 compounds, 0.078% hits | AID 504423;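 active = highest replicate inhibition at or above 60% at 9 µM, even if other replicates fall short; inactive = all replicates below 60% inhibition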;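 note: 0% = neutral control wells and 100% = 4 µM acridine orange control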
RTF Ca sens inh: cardiac RTF calcium desensitization; IANBD-labeled cardiac RTF, Ca2+ fluorescence; inhibition, % at 7.15 µM; 340,000 compounds, 0.12% hits;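 active = inhibition above the mean inhibition of all tested compounds plus 3 SD, cut at about 17% in these data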;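 note: assay run at fixed EC70 calcium of 1.6 mM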
Keap1 Nrf2 FP: disrupts human Keap1 binding to Nrf2 peptide. Keap1 Kelch-Nrf2 peptide fluorescence polarization, 1536-well. AID 504523. inhibition, % at 9.4 µM. 340,000 compounds, 0.15% hits; in the data active = inhibition above about 12%;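 note: human Keap1 Kelch domain with fluorescein labeled Nrf2 9mer peptide probe; 0% = neutral control wells and 100% = peptide positive control; higher means more block of Keap1 binding to Nrf2 peptide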
Target sequence (Q14145 whole entry, looked up, the tested form may be a part): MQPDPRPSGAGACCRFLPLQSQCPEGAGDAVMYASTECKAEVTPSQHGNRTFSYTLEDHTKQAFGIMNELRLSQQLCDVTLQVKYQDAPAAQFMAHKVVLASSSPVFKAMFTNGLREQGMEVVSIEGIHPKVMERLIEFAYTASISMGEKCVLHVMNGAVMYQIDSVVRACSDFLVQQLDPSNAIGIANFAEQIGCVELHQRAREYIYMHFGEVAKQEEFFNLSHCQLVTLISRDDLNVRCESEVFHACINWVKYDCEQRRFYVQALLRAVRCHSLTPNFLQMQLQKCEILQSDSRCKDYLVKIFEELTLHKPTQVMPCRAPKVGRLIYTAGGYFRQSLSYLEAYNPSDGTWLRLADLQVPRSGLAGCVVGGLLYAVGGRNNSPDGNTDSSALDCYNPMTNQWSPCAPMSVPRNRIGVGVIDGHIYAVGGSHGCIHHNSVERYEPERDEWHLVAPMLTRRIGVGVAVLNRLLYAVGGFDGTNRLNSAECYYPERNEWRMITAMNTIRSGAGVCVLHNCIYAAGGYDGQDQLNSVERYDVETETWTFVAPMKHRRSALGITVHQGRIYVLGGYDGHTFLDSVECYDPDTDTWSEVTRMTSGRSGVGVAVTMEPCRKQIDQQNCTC
MOR-DOR ag: OPRM1-OPRD1 heterodimerization agonism | 340,000 compounds, 0.3% hits | cells, luminescence | P35372+P41143 | activation, % at 9.3 µM; in the data active = activation above about 18%;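 note: 0% = vehicle-treated cells and 100% = reference agonist; values of inactives mirror those of a sister screen read the other way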
V-ATPase pH: yeast V-ATPase proton transport regulation by pHLuorin; 350,000 compounds, 0.37% hits; S. cerevisiae, pHLuorin cytosolic pH fluorescence; response, % at 10 µM; in the data active = response mostly above about 7.3%, no sharp cut-off; inactive = mostly below about 5.4%; note: actives read high; inactives centre near 0; some compounds called inactive have numbers as strong as hits; reference of the scale not given here
Arr AP2 block: human beta-arrestin and AP2 interaction inhibition. FITC-arrestin peptide / GST-AP2 beads, flow cytometry; AP2 beta2 appendage carries R879A mutation. inhibition, % at 10 µM. 340,000 compounds, 0.31% hits;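 active = inhibition above a set limit, near 3 SD of compounds lacking own fluorescence, cut at about 54% in these data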;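 note: plate controls were DMSO wells for no effect and 5 µM unlabelled arrestin peptide for full effect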
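System: GST-tagged AP2 beta2-adaptin appendage (R879A) on 4 µm glutathione beads / Reagent: FITC-arrestin peptide, 50 nM / Detection: HyperCyt-sampled flow cytometry, FL1 channel, ex 488/em 535 nm / Timing: 12 min plus 1 h, RT / Buffer or medium: PBS plus Tween 20 (0.05%) and BSA (0.1%)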
The depositor's hits bear a star; / = not tested or not shown.

cpd	SMILES	RTF Ca sens act	MOR-DOR inv ag	DSG3 Ab inh	Wnt act	LANA DNA inh
1	Cc1cccc(CC(=O)Nc2cccnc2)c1	-11	6	93	0	1.2
2	CCCC(c1nnnn1CS(=O)(=O)c1ccc(C)cc1)N1CCN(c2ccc(F)cc2)CC1 (centres undefined)	4	-5	105	/	1.3
3	CN(C(=O)c1ccc(S(=O)(=O)N2CCCC2)cc1)C1CCS(=O)(=O)C1 (centres undefined)	0	-10	120	0	0.1
4	Cc1ccc(NC(=O)CN(C)S(=O)(=O)c2cccc3cccnc23)cc1F	0	8	105	1	0.9
5	COC(=O)c1sccc1NC(=O)c1ccc(OC)c(OC)c1	-8	-24	/	-15	0.1
6	CCOc1ccc(S(=O)(=O)N2CCN(C(=O)c3ccco3)CC2)cc1	2	11	118	-3	-2.1
7	CCOC(=O)N1CCN(S(=O)(=O)c2ccc(C(=O)N(CCN(CC)CC)c3nc4c(C)cccc4s3)cc2)CC1	-2	-5	111	-2	1.1
8	S=c1[nH]nc(-c2cccs2)n1/N=C/c1cccs1	1	11	103	-1	-0.3
9	COc1ccccc1NC(=O)Nc1nnc(CC(=O)Nc2ccccc2C)s1	9	6	101	-1	-1.4
10	CC(=O)c1cccc(NC(=O)CCCN(C)S(=O)(=O)c2ccc(F)cc2)c1	-5	-12	97	1	-0.5
11	O=C(OCC(=O)N1CCN(C(=O)c2ccco2)CC1)c1cc(-c2cccc(Br)c2)nc2ccccc12	-8	14	100	5	-1.6
12	NS(=O)(=O)c1ccc(CCNC(=O)CNC(=O)C2CCCCC2)cc1	-2	13	105	-1	-0.1
13	CCCCCCC1(C)NC(=O)N(C(C)C(=O)Nc2ccc(N3CCOCC3)cc2)C1=O (centres undefined)	-2	-4	95	2	-0.7
14	O=C(CN(Cc1ccccc1)S(=O)(=O)c1ccc(Br)cc1)NCc1ccco1	0	-15	98	/	-0.6
15	CCOC(=O)C1=C(CS(=O)(=O)c2ccc(F)cc2)NC(=O)NC1c1ccc(O)c(O)c1 (centres undefined)	-5	-1	/	0	-0.6

cpd	RTF Ca sens inh	Keap1 Nrf2 FP	MOR-DOR ag	V-ATPase pH	Arr AP2 block
1	-6	1	-1.4	-4	7
2	-10	-1	0.9	-1	7
3	-4	-5	1.5	3	19
4	-9	-3	-1.6	-10	-8
5	-11	-6	4.9	-3	-2
6	3	-1	-2.1	0	-7
7	-4	-3	0.8	5	3
8	-5	1	-2.3	-2	20
9	-4	-2	-1.2	7	3
10	-4	-2	1.4	-1	25
11	1	-1	-2.8	-2	1
12	-13	-1	-3.0	-1	6
13	3	4	0.9	-2	24
14	-4	-8	2.9	4	-2
15	-4	-1	0.1	-6	21

(list continues)
cpd	SMILES	RTF Ca sens act	MOR-DOR inv ag	DSG3 Ab inh	Wnt act	LANA DNA inh
16	Cc1cc(C)n2nc(SCc3nnc(SCCCCl)o3)nc2n1	10	-15	95	-1	1.6
17	CC(=O)c1ccc(NC(=O)C(C)n2c3ccccc3c3nc(=O)cc(C)n32)cc1 (centres undefined)	-3	10	103	1	-1.1
18	CCn1c(C(=O)O)c(CC(=O)Nc2ccccc2F)c2ccccc21	7	9	100	-2	-1.7
19	Cc1ccc(CNC(=O)CN(c2ccc(C)cc2)S(=O)(=O)c2c(C)n[nH]c2C)cc1	-2	16	98	1	0.7
20	CN(C)c1cccc(C(=O)Nc2nnc(Cc3ccccc3)s2)c1	-4	-11	/	5	1.9
21	Cn1c(=O)c2cc(S(=O)(=O)NC(C(=O)NCc3ccccn3)c3ccccc3)ccc2n(C)c1=O (centres undefined)	-1	10	97	-1	1.2
22	COc1ccc(CCNC(=O)CN(c2ccc(OC)c(OC)c2)S(C)(=O)=O)cc1	-6	14	/	-4	-0.9
23	O=C(O)c1ccc(Cl)c(NCc2cccs2)c1	6	12	112	-1	0.7
24	COc1cc2cc(C(=O)N3CCC(Cc4ccccc4)CC3)[nH]c2cc1OC	-2	9	113	2	0.8
25	NC(=O)c1ccsc1NC(=O)COC(=O)CNC(=O)c1cccc([N+](=O)[O-])c1	6	4	99	2	3.4
26	C=CC[C@@H](CC(=O)N[C@@H](CO)Cc1ccccc1)C(=O)NC[C@@H](OC(=O)[C@@H](CC=C)Cc1ccc(F)cc1)c1ccccc1	4	7	103	-5	1.2
27	O=C(CSc1nnc(-c2cccc(Br)c2)o1)N1CCOCC1	2	3	103	10	2.1
28	CCC(C)(C)NC(=O)C(c1cccc(OC)c1)N(C(=O)CNC(=O)c1cccs1)c1cccnc1 (centres undefined)	1	-3	106	-1	0.1
29	C=Cc1ccc(N=Cc2c(O)ccc3ccccc23)cc1	1	14	114	-2	-0.5
30	O=C(CNc1cccc(C(F)(F)F)c1)N/N=C/c1cn(-c2ccccc2)nc1-c1ccccc1	-4	1	106	-5	-0.6

cpd	RTF Ca sens inh	Keap1 Nrf2 FP	MOR-DOR ag	V-ATPase pH	Arr AP2 block
16	-6	-2	2.4	0	-7
17	-3	-3	-2.0	-2	8
18	-3	0	-1.8	1	13
19	-5	-3	-3.2	4	-6
20	-2	-2	1.5	3	-15
21	0	2	-1.6	3	-2
22	0	1	-2.2	4	21
23	1	-6	-2.2	-7	13
24	-4	-5	-2.0	4	23
25	-3	-2	-0.9	0	-9
26	-13	3	-1.3	-2	-5
27	1	0	-0.5	-1	22
28	11	3	0.5	-3	31
29	-8	-4	-3.0	1	-12
30	4	-2	-0.1	4	5

As a short view, some entries already given:
cpd	SMILES	RTF Ca sens act	MOR-DOR inv ag	DSG3 Ab inh	Wnt act	LANA DNA inh
28	CCC(C)(C)NC(=O)C(c1cccc(OC)c1)N(C(=O)CNC(=O)c1cccs1)c1cccnc1 (centres undefined)	1	-3	106	-1	0.1
29	C=Cc1ccc(N=Cc2c(O)ccc3ccccc23)cc1	1	14	114	-2	-0.5
30	O=C(CNc1cccc(C(F)(F)F)c1)N/N=C/c1cn(-c2ccccc2)nc1-c1ccccc1	-4	1	106	-5	-0.6

cpd	RTF Ca sens inh	Keap1 Nrf2 FP	MOR-DOR ag	V-ATPase pH	Arr AP2 block
28	11	3	0.5	-3	31
29	-8	-4	-3.0	1	-12
30	4	-2	-0.1	4	5

Further entries
cpd	SMILES	RTF Ca sens act	MOR-DOR inv ag	DSG3 Ab inh	Wnt act	LANA DNA inh
31	CCC(=O)OCc1c(C(F)(F)F)nn(C)c1Sc1ccc(Cl)cc1	-3	-23	104	/	-0.3
32	CCN(Cc1ccccc1)C(=O)CC(=O)N(CC)Cc1ccccc1	-2	2	111	-1	1.3
33	Cc1ccc(C)c(C2=NNC(=NCc3ccccc3)SC2)c1	-1	2	/	-1	1.3
34	O=c1oc2ccccc2c(NC2CCCCC2)c1NS(=O)(=O)c1ccc(Br)cc1	-3	5	90	/	-0.8
35	OC(C#CCN1CCOCC1)(c1ccccc1)C1CCCCC1 (centres undefined)	-2	2	/	/	5.0
36	Cc1ccc(N(CCC#N)C(=O)COC(=O)C2=COCCO2)cc1	-2	3	96	-4	-0.3
37	CN(c1ccc(OCC(=O)OCC(=O)Nc2ccc(Br)cc2)cc1)S(=O)(=O)c1cccs1	-3	5	86	/	0.1
38	Cc1ccc(-c2c(C#N)c(N)nc3c2CCCCC3)o1	1	-10	99	/	1.2
39	O=C(Nc1ccc(-c2csc(Nc3ccc(Cl)cc3)n2)cc1)c1cc([N+](=O)[O-])cc(C(F)(F)F)c1	15	-17	/	-6	0.0
40	O=C(Oc1ccc(/C=N/NC(=O)c2ccccc2O)cc1)c1ccccc1	-4	19	101	/	-0.4
41	C=CCOC(=O)C1=C[C@@H](c2ccc(C(F)(F)F)cc2)C[C@@H](OCCCCO)O1	-6	-2	97	-6	-3.3
42	Cc1ccc(C(=O)NNC(=O)c2csc(N3CCOCC3)n2)s1	-2	18	96	-5	0.9
43	CC(NC(=O)COC(=O)c1cn(-c2ccccc2)nc1-c1cccs1)c1ccccc1 (centres undefined)	-4	-6	96	/	-0.5
44	CC1CC(C)C(=O)C(C(CC2CC(=O)NC(=O)C2)OC(=O)CC(=O)c2ccccc2)C1 (centres undefined)	-2	17	94	-10	-1.2
45	CCOC(=O)CSc1nc(C)c2cc(OC)ccc2n1	-4	-1	110	/	-12

cpd	RTF Ca sens inh	Keap1 Nrf2 FP	MOR-DOR ag	V-ATPase pH	Arr AP2 block
31	-5	1	5.3	3	39
32	-6	1	-0.5	-1	2
33	0	1	-0.5	0	26
34	1	-1	-0.9	-1	-11
35	-5	3	-0.4	4	2
36	-8	-2	-0.5	2	2
37	-4	-2	-0.9	-2	-9
38	-7	0	1.8	3	-1
39	-5	-3	3.1	-4	-9
40	0	1	-3.5	0	8
41	3	0	0.4	0	16
42	4	-6	-3.8	-4	-7
43	-4	-1	1.0	8	3
44	8	-5	-3.2	2	6
45	-5	5	0.2	14	19

(listing goes on)
cpd	SMILES	RTF Ca sens act	MOR-DOR inv ag	DSG3 Ab inh	Wnt act	LANA DNA inh
46	COc1ccc(/C=C/C(=O)C2C(=O)C=C(C)OC2=O)cc1O (centres undefined)	-8	10	81	35*	0.4
47	CCOC(=O)c1ccc(N2CCOCC2)c(NC(=O)c2ccc3c(c2)OCO3)c1	1	9	103	0	1.0
48	O=C(Nc1ccc(Oc2ncccn2)cc1)c1ccco1	-4	15	110	8	0.9
49	O=C(CN1C(=O)NC2(CCc3ccccc32)C1=O)c1cccs1 (centres undefined)	7	8	101	1	0.2
50	N/C(=N\c1nc2ccccc2o1)NC(=O)c1ccccc1Br	1	8	108	7	-1.1

cpd	RTF Ca sens inh	Keap1 Nrf2 FP	MOR-DOR ag	V-ATPase pH	Arr AP2 block
46	4	-1	-2.1	0	11
47	-1	4	-1.3	0	3
48	-5	-1	-2.5	-1	-3
49	1	-4	-2.1	-2	-1
50	-5	-2	-1.6	0	1

Screening results deposited in PubChem by several laboratories.
